# HIV fusion peptide: inhibitors of HIV fusion peptide binding, primary screen, biochemical, uHTS, fluorescence dequenching (AID 1986) | one-dose inhibition, % at 20 µM; IC50 in µM for titrated hits | cell-free peptide binding, fluorescence dequenching, 30 min; higher % means a stronger effect | hit rate 0.3% among 290,000; in the data active means inhibition mostly above about 52%, no sharp cut-off; inactive means mostly below about 76%; further: some results filed as inactive read as strong as hits
# Rac1 GTP hydrolysis: MgcRacGAP GTPase-activating activity inhibitors, confirmation, biochemical, ADP Hunter fluorescence; MgcRacGAP-stimulated Rac1 GTP hydrolysis, ADP Hunter fluorescence; higher % means a stronger effect; GST-tagged Rac1 F28L mutant substrate; inhibition, % at 30 µM; hits with a dose series show IC50 in µM; hit rate 0.6% among 340,000; AID 624330;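 active means first-screen hits whose inhibition reached a set limit at any dose in the follow-up dose series; inconclusive means inhibition above the set first-screen limit but never retested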;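 further: fluorescence reports GDP produced by GAP-driven GTP hydrolysis; strong numbers were not always called active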
# PhoP inhibition: inhibitors of PhoP regulon expression, primary screen, Salmonella Typhimurium, GFP reporter (AID 1863); one-dose inhibition, % at 50 µM; IC50 in µM for titrated hits; S. Typhimurium PhoP-regulated promoter GFP reporter, 4 h; higher % means a stronger effect; hit rate 0.16% among 300,000;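 active means inhibition over 29.93%, a cutoff 3 SD above the screen mean, later confirmed by dose response; inconclusive means inhibition over 29.93% but no dose response follow-up; inactive means inhibition at most 29.93% or unconfirmed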;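 further: 0% = low Mg2+ inducing control and 100% = high Mg2+ repressing control; strong numbers were not always called active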
# GPR35 arrestin U2OS: inhibition of zaprinast-stimulated GPR35 beta-arrestin translocation – imaging, U2OS, beta-arrestin-GFP, zaprinast agonist, primary screen (AID 2058). U2OS GPR35 beta-arrestin-GFP translocation imaging, zaprinast antagonism; higher % means a stronger effect. inhibition, % at 10 µM, or IC50 in µM where a hit was titrated. hit rate 0.052% among 290,000;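 active means inhibition of at least 50% with at least 30 cells and total cytoplasm GFP at most 10,000,000; inconclusive means under 30 cells or total GFP of 10,000,000 plus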
# RSV CPE inhibition: RSV antiviral activity via CPE protection, HEp-2 cells, primary 10 µM value included (AID 2391) | CPE inhibition, % at 10 µM; hits with a dose series show IC50 in µM | hit rate 0.13% among 310,000 | HEp-2 cells, RSV-induced CPE inhibition; higher % means a stronger effect; in the data active means a potency from the dose series; inconclusive means CPE inhibition mostly from about 23% at the one dose, without a potency; inactive means the rest, 99 in 100 with CPE inhibition below about 21%; further: strong numbers were not always called active
# GPR55 antagonists: GPR55 antagonists blocking LPI-driven arrestin recruitment, primary screen, imaging, U2OS, beta-arrestin-GFP, LPI agonist (AID 2013); U2OS GPR55 beta-arrestin-GFP translocation imaging, LPI antagonism; higher % means a stronger effect; inhibition, % at 10 µM, or IC50 in µM where a hit was titrated; hit rate 0.13% among 290,000;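 active means spots per cell inhibited over 60%, with over 100 cells counted and total cytoplasm intensity under 500,000; inconclusive means wells with under 100 cells, flagged as likely toxic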;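 further: U2OS cells stably carrying GPR55 and arrestin-GFP stimulated by 5 µM LPI near EC80; imaged beta-arrestin-GFP aggregate spots per cell after agonist stimulation; plate controls were LPI-stimulated DMSO wells for no effect and DMSO wells without LPI for full effect; some results filed as inactive read as strong as hits; confirmed hits need IC50 under 10 µM and bright autofluorescent wells are also inconclusive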
# SV40 large T antigen: SV40 large T antigen inhibitors, biochemical (AID 1903). SV40 large T antigen ATPase/helicase inhibition assay; higher % means a stronger effect. inhibition, % at 20 µM; hits with a dose series show IC50 in µM. hit rate 0.39% among 310,000; in the data active means a potency from the dose series; inconclusive means inhibition mostly from about 32% at the one dose, without a potency; inactive means the rest, 99 in 100 with inhibition below about 32%; further: strong numbers were not always called active
# UTI89 phage lysis: inhibition of K1F phage lysis, E. coli UTI89, bacterial capsule biogenesis inhibitors, alamar blue (AID 488966). E. coli UTI89 K1F phage lysis, alamar blue, 2 h; higher % means a stronger effect. inhibition, % at 100 µM, or IC50 in µM where a hit was titrated. hit rate 0.02% among 340,000;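 active means phage lysis inhibition, versus mean bacterial control, above a set limit; inconclusive means no clear call, values can overlap the other calls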;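 further: capsule biogenesis inhibitors block K1F phage lysis so surviving cells raise fluorescence; higher fluorescence means more inhibition of phage lysis; actives were called in the ten point dose series up to 300 µM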
# Dengue-2 NS5 capping: flavivirus cap methylation enzyme inhibition – biochemical, confirmation dose response, primary screen (AID 588689); Dengue-2 NS5 methyltransferase capping enzyme assay, biochemical; higher % means a stronger effect; one-dose inhibition, % at 25 µM; IC50 in µM for titrated hits; hit rate 0.3% among 340,000; in the data active means a potency from the dose series; inconclusive means inhibition above about 29% without an active follow-up result
# Dengue-2 NS5 capping pilot replicate: also measured in Dengue-2 NS5 capping; calls as there; inhibition, %; measured here: pilot screen replicate inhibition
# Numbers without * were called inactive; ? = inconclusive; . = no result given; [ ] = remark or other dose.
SMILES,HIV fusion peptide,Rac1 GTP hydrolysis,PhoP inhibition,GPR35 arrestin U2OS,RSV CPE inhibition,GPR55 antagonists,SV40 large T antigen,UTI89 phage lysis,Dengue-2 NS5 capping,others
COc1cccc2c(=O)c(C(=O)NCc3cccs3)c[nH]c12,7.2%,0%,-9%,11%,3.8%,4%,9%,-0.2%,5%,
Cn1cnnc1SCC(=O)NC1CCCN(Cc2ccc(Cl)cc2)C1 (centres undefined),-2.9%,3%,4%,2%,-1.3%,2%,18%,0.3%,1%,
COc1ccc(/C(N)=N/OC(=O)c2ccc3c(c2)OCO3)cc1,-0.9%,1%,-9%,-2%,1.8%,2%,17%,1.5%,1%,
O=C(CC1c2ccccc2Oc2ccccc21)N1CCN(c2ccccn2)CC1,-1.5%,3%,8%,6%,5.6%,-24%,7%,0.1%,-7%,
COC(=O)CC1C(=O)NCCN1C(=O)c1c(F)cccc1F (centres undefined),-0.8%,4%,2%,-4%,1.7%,3%,5%,-0.2%,8%,
CCCNC(=O)NC(=O)CSc1ccc(C)cc1C,-1.1%,4%,1%,-4%,0.0%,4%,8%,-0.1%,4%,
COc1ccc(-c2nc(N)n(C(=O)c3cccs3)n2)cc1,-1.0%,-1%,-2%,-14%,-0.7%,-2%,24%,0.2%,-2%,
O=C(COc1ccccc1Cc1ccccc1)NCCCN1CCOCC1,-0.3%,6%,-4%,9%,-2.5%,6%,13%,0.1%,-9%,
Cc1c(-c2ccccc2)oc2c(C(=O)N3CCN(c4ccccc4F)CC3)cccc2c1=O,-1.3%,8%,1%,0%,3.7%,15%,15%,-0.2%,-6%,
CC(C)CCn1nnnc1CN1CCN(c2ccc(F)cc2)CC1,-2.2%,8%,-3%,11%,1.5%,5%,12%,0.4%,.,
O=[N+]([O-])c1ccc(Cl)cc1CNc1ccc(F)c(F)c1,28%,5%,15%,15%,4.2%,19%,8%,3.4%,-5%,
Cc1cc(=O)[nH]c(-n2nc(C)c(Oc3ccccc3O)c2C)n1,-1.4%,7%,-13%,9%,20%,32%,16%,0.5%,1%,
COc1ccc(C(=O)NN2CCCCC2)cc1OC,-1.8%,1%,-6%,-11%,1.2%,-1%,4%,-0.1%,-6%,
CCOc1ccc(N(CC(=O)NC2CCCCC2)C(=O)CCC(=O)Nc2nccs2)cc1,1.2%,3%,-4%,10%,1.3%,-2%,8%,0.1%,-8%,
O=C(O)c1nnn(-c2ccc([N+](=O)[O-])cc2)c1-c1ccccc1,-0.2%,12%,2%,1%,.,9%,12%,0.7%,-2%,
CC(=O)c1cccc(NC(=O)c2ccc(Br)o2)c1,0.3%,2%,11%,5%,0.4%,0%,23%,-3.7%,-18%,
Cc1nc2ccc3nc(NC(=O)c4ccc(S(=O)(=O)N5CCOCC5)cc4)sc3c2s1,-2.0%,-2%,8%,3%,1.8%,-1%,-9%,4.9%,-6%,
COc1cccc(N(CC(=O)NC2CCCC2)C(=O)Cn2nnc(-c3ccc(C)o3)n2)c1,-2.6%,1%,6%,4%,1.0%,-5%,7%,-0.1%,0%,
O=C1CN(C(=O)COC(=O)c2ccccc2NC(=O)c2ccco2)c2ccccc2N1,1.0%,10%,3%,-4%,0.6%,-4%,4%,0.3%,-6%,
Cc1cc2[nH]c(=O)c(=O)[nH]c2cc1S(=O)(=O)Nc1ccccc1F,-0.8%,-17%,.,-12%,1.7%,-5%,.,0.6%,-5%,
CCOC(=O)Cn1nc(-c2ccccc2)ccc1=O,0.6%,1%,-19%,11%,0.0%,2%,-1%,1.3%,-1%,
O=C(CCc1c[nH]c2ccccc12)NCCc1ccccc1,0.1%,7%,5%,-2%,1.3%,2%,1%,0.4%,-6%,
CCOCCOC(=O)c1[nH]c2c(c1C)C(=O)CC(c1ccccc1)C2 (centres undefined),0.4%,3%,-1%,26%,2.8%,0%,24%,0.2%,-16%,
O=C(Nc1cccc(-c2cnc3ccccc3n2)c1)c1ccc(Cl)cc1,1.2%,4%,-2%,1%,-0.9%,4%,7%,-0.1%[50 µM],-1%,
O=C1N/C(=N\S(=O)(=O)c2ccccc2)S/C1=C\c1cc([N+](=O)[O-])ccc1O,13µM*,17%,7%,-3%,1.1%,-2%,11%,-0.1%,-17%,

# Reprinted from the part before: 2 entries; new compounds follow.
SMILES,HIV fusion peptide,Rac1 GTP hydrolysis,PhoP inhibition,GPR35 arrestin U2OS,RSV CPE inhibition,GPR55 antagonists,SV40 large T antigen,UTI89 phage lysis,Dengue-2 NS5 capping,others
O=C(Nc1cccc(-c2cnc3ccccc3n2)c1)c1ccc(Cl)cc1,1.2%,4%,-2%,1%,-0.9%,4%,7%,-0.1%[50 µM],-1%,
O=C1N/C(=N\S(=O)(=O)c2ccccc2)S/C1=C\c1cc([N+](=O)[O-])ccc1O,13µM*,17%,7%,-3%,1.1%,-2%,11%,-0.1%,-17%,
O=C1N/C(=C/c2ccc(N3CCOCC3)cc2)C(=O)N1Cc1ccc(F)cc1,-1.5%,7%,13%,0%,0.5%,3%,3%,0.7%,8%,Dengue-2 NS5 capping pilot replicate=1.5
CCOC(=O)/C=C/C(=O)OCC(=O)Nc1ccc(Cl)cn1,-0.3%,9%,8%,9%,6.1%,8%,-5%,0.4%,-12%,
COC(=O)c1ccc(NC(=O)CSC2=NCCN2)cc1,4.8%,6%,-2%,10%,1.4%,5%,19%,2.2%,5%,
O=C(c1cccc(Cl)c1)N1CCN(Cc2ccccc2)CC1,2.3%,3%,2%,-12%,2.2%,1%,12%,1.2%,6%,
COCCCNC(=O)CN(c1cc(Cl)cc(Cl)c1)S(C)(=O)=O,-1.0%,2%,-5%,-3%,2.9%,0%,9%,6.7%,-3%,
CCCOC(=O)C(C)Sc1n[nH]c(=O)[nH]c1=O (centres undefined),-0.2%,-1%,-11%,-3%,0.3%,-2%,5%,0.2%,-5%,
O=C(CSc1nnc2ccccn12)NC(=O)NC1CCCC1,0.3%,-7%,2%,1%,0.1%,-9%,14%,1.7%,3%,
O=C(O)c1ccc(-c2ccco2)n1Cc1ccccc1,-0.7%,19%,-15%,-1%,0.4%,2%,?,-0.5%,5%,
NS(=O)(=O)c1ccc(NC(=O)CN2C(=O)C3C4C=CC(C4)C3C2=O)cc1 (centres undefined),-1.7%,5%,-2%,-13%,2.4%,-11%,0%,1.4%,1%,
OCCCCNCc1cc(Br)ccc1OCc1ccccc1F,-0.9%,8%,-3%,3%,-2.7%,24%,10%,2.5%,-4%,
CCn1c(SCC(=O)c2ccc3c(c2)Cc2ccccc2-3)nnc1-c1ccc(N)cc1,2.1%,14%,1%,8%,-0.2%,19%,2%,-4.1%,-1%,
CN1C(=O)C(C)(C)c2cc(S(=O)(=O)N3CCN(c4ccccc4)CC3)ccc21,-0.5%,0%,.,-1%,0.0%,15%,0%,2.2%,1%,
O=C(Cc1cccc2ccccc12)Nc1ccccc1Br,1.6%,8%,-6%,6%,-0.4%,-26%,14%,2.9%,.,
O=C(CNc1cccc(S(=O)(=O)N2CCCC2)c1)Nc1ccc(F)cc1F,.,5%,-7%,.,-0.1%,.,15%,0.9%[50 µM],-4%,
CC1CN(S(=O)(=O)c2cccc(C(=O)Nc3ccc(S(=O)(=O)NC4=NCCCCC4)cc3)c2)CC(C)O1 (centres undefined),.,-1%,10%,.,2.7%,.,11%,-0.1%[50 µM],2%,
CC1CCc2c(sc3nn[nH]c(=O)c23)C1 (centres undefined),0.5%,12%,11%,19%,12%,-5%,4%,2.1%,-2%,
COc1cccc(NC(=O)CN(c2ccc([N+](=O)[O-])cc2)S(=O)(=O)c2ccccc2)c1,1.0%,8%,4%,5%,4.1%,16%,5%,3.1%,-4%,
CC(=O)c1c(C)nn(C(C)CC(=O)O)c1C (centres undefined),-0.1%,5%,12%,-13%,2.3%,3%,-4%,0.4%,-3%,
COc1ccc(C)cc1N(C(=O)c1snc(C(N)=O)c1N)C(C(=O)NC1CCCC1)c1ccc(F)cc1 (centres undefined),-1.3%,3%,10%,-14%,?,-6%,-1%,0.1%,-4%,
O=C(C[n+]1cccc(CNC(=O)c2ccc(OC(F)F)cc2)c1)Nc1ccc(SC(F)F)cc1,-3.1%,9%,94µM*,2%,12%,25%,-4%,6.1%,-2%,
Cc1ccc(/C=N/NC(=O)C(C)NC(=O)c2ccccc2)cc1 (centres undefined),-0.6%,3%,-5%,4%,0.6%,11%,2%,-1.6%,4%,
O=C(NCc1ccccc1)c1cc2nc(C3CC3)cc(C(F)(F)F)n2n1,0.2%,-9%,-9%,-2%,2.1%,14%,3%,2.2%,-1%,
COc1ccc(-c2cnc3c(-c4ccc(F)cc4)cnn3c2N)cc1,1.7%,1%,18%,-19%,0.9%,28%,-4%,-0.1%,-8%,
CCOc1ncccc1C(=O)OCC(=O)c1ccccc1,0.8%,3%,0%,2%,1.1%,7%,4%,1.6%,-2%,
COc1ccccc1N=CC1=C(O)CC(c2ccccc2)CC1=O (centres undefined),1.4%,6%,-16%,16%,3.5%,-7%,1%,0.3%,-8%,
CCOC(=O)N1CCN(CC(=O)Nc2nnc(C(F)(F)F)s2)CC1,-0.5%,14%,8%,5%,0.7%,12%,2%,0.2%,8%,

# Quoted at random: 4 records from the list
SMILES,HIV fusion peptide,Rac1 GTP hydrolysis,PhoP inhibition,GPR35 arrestin U2OS,RSV CPE inhibition,GPR55 antagonists,SV40 large T antigen,UTI89 phage lysis,Dengue-2 NS5 capping,others
COc1cccc(NC(=O)CN(c2ccc([N+](=O)[O-])cc2)S(=O)(=O)c2ccccc2)c1,1.0%,8%,4%,5%,4.1%,16%,5%,3.1%,-4%,
O=C(CSc1nnc2ccccn12)NC(=O)NC1CCCC1,0.3%,-7%,2%,1%,0.1%,-9%,14%,1.7%,3%,
CCOC(=O)N1CCN(CC(=O)Nc2nnc(C(F)(F)F)s2)CC1,-0.5%,14%,8%,5%,0.7%,12%,2%,0.2%,8%,
CC(=O)c1c(C)nn(C(C)CC(=O)O)c1C (centres undefined),-0.1%,5%,12%,-13%,2.3%,3%,-4%,0.4%,-3%,
